Screens from PubChem.
ARFGAP1 inhibitor: inhibits rat ARF GTPase activating protein 1; Arfgap1-stimulated ARF1 GTP hydrolysis, GDP FP detection; inhibition, % at 16.5 µM; 360,000 compounds, 0.26% hits;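 active = inhibition above a per-plate limit, mean inhibition of low control wells plus 3 SD, cut at about 25% in these data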;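 note: 0% = DMSO wells with enzyme and 100% = wells lacking Arfgap1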
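Assay system: Rat Arfgap1 GAP domain (His6, aa 1-136), purified enzyme | Buffer or medium: HEPES 25 mM pH 7.5, NaCl 150 mM, MgCl2, DTT | Schedule: GTP hydrolysis reaction 2 h at 25 °C | Signal: FP of antibody-bound GDP Alexa 633 tracer, ex 620/em 688 nm | Measure: Percent inhibition of Arfgap1-stimulated GTP hydrolysis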
DDE Tn6 FP inh: disrupts Tn6 cyclic peptide binding to fibrin D-Dimer-E complex; Fibrin DD(E) TRITC-Tn6 fluorescence polarization displacement; inhibition, % at 8.3 µM; 370,000 compounds, 0.21% hits;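 active = inhibition above a per-campaign cutoff: mean of compounds within control limits plus 3 SD, cut at about 15% in these data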;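 note: 0% = median of all compound wells on the plate and 100% = blocking peptide control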
ASAP1 GAP inh: blocks human ASAP1-stimulated Arf1 GTP hydrolysis | Q9ULH1 | GDP FP detection | inhibition, % at 16.5 µM | 360,000 compounds, 0.19% hits; in the data active = inhibition above about 25%;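 note: 0% = vehicle with enzyme and substrate and 100% = no enzyme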
Target sequence (Q9ULH1 325-724 limits assumed): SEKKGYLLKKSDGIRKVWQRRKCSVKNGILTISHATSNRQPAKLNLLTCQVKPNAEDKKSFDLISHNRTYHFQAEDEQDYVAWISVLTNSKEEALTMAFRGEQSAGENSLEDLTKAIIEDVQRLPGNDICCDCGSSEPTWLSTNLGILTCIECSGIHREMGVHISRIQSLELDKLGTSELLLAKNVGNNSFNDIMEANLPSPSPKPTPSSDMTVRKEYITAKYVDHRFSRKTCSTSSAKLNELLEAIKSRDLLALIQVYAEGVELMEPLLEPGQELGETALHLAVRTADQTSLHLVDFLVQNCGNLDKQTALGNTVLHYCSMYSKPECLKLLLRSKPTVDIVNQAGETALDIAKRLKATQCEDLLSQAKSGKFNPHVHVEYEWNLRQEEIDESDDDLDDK
ADAM17 inh: inhibitors of human ADAM17; P78536; recombinant ADAM17, EDANS/DABCYL FRET peptide cleavage; inhibition, % at 6.95 µM; 370,000 compounds, 0.83% hits; AID 720648;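 active = inhibition above the mean of compounds lying between control limits plus 3 SD, set per campaign, cut at about 8.5% in these data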;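 note: 0% = DMSO-only wells as the low control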
SIAE inh: human SIAE inhibition, primary screen | AID 1053197 | inhibition, % at 9.66 µM | SIAE FP-Rh probe binding, fluorescence polarization | 370,000 compounds, 0.69% hits;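 active = inhibition above a cutoff: mean of compounds within the control limits plus 3 SD of those, cut at about 17% in these data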;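 note: 0% = plate median of compound wells and 100% = probe without SIAE protein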
Target sequence (Q9HAT2 whole entry, looked up): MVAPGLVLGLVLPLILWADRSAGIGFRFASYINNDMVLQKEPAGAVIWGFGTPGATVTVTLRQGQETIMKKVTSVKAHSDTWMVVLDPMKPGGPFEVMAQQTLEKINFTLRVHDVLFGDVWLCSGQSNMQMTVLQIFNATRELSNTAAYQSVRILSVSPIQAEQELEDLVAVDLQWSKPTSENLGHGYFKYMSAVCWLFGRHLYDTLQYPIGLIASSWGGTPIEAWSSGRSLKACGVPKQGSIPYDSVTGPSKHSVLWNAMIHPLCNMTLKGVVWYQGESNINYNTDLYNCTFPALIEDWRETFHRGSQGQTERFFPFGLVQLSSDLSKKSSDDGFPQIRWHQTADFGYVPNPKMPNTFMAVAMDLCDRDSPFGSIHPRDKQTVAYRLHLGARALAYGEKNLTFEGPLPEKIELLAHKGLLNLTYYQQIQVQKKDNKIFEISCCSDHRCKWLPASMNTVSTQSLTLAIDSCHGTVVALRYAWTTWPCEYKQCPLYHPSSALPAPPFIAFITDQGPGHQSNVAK
PLC-gamma1 inh: inhibitors of human phospholipase C gamma1 | purified PLC-gamma1, fluorogenic substrate, fluorescence | inhibition, % at 12.2 µM | 370,000 compounds, 0.84% hits | AID 720700; in the data active = inhibition above about 9.5%
Tn7 DDE FP: disrupts Tn7 cyclic peptide binding to fibrin D-Dimer-E complex. P02675. FP displacement of FITC-Tn7 peptide from fibrin DD(E); 0% = median of compound wells per plate. inhibition, % at 8.3 µM. 370,000 compounds, 0.13% hits;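 active = inhibition above the mean of compounds falling within the control limits plus 3 SD of them, cut at about 14% in these data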;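 note: 0% = plate median of compound wells and 100% = 10 µM Aha-Tn7 peptide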
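System: human fibrin DD(E); quantity: Fibrin-DD(E) at 2 µM final; also added: fluorescent Tn7 probe at 0.1 µM; compound dosing: single nominal test concentration of 8.3 µM per compound; schedule: 10 min preincubation, 3 h with tracer, room temperature; detection: fluorescence polarization of the labelled Tn7 tracer; repeats: one replicate per compound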
PLCb3 inh: blocks human PLC-beta3 enzyme activity. Q01970. inhibition, % at 12.2 µM. Purified PLC-beta3, fluorogenic substrate, fluorescence. 370,000 compounds, 0.18% hits; in the data active = inhibition above about 11%;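 note: 0% = median of compound wells on plate and 100% = full blocker control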
TDP2 absorb: TDP2 (human) inhibition, absorbance primary screen; O95551; recombinant TDP2, T5PNP hydrolysis, p-nitrophenol absorbance 415 nm; inhibition, % at 12.8 µM; 370,000 compounds, 0.34% hits; AID 720702;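 active = inhibition above the mean of all tested compounds plus 3 SD, set per campaign, cut at about 25% in these data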;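 note: 0% = DMSO with enzyme and 100% = buffer with substrate but no TDP2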
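Assay system: Recombinant human TDP2 | Quantity: 120 nM TDP2 per well | Incubation: 2 h at 37 °C | Signal: Epi absorbance | Evaluation: Percent inhibition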
ADAM10 inh: inhibits human ADAM10 | 370,000 compounds, 0.62% hits | recombinant ADAM10, EDANS/DABCYL FRET peptide cleavage, 3 h | O14672 | AID 720582 | inhibition, % at 7 µM;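 active = inhibition above a per-campaign cutoff equal to the mean of compounds falling between control-based bounds plus 3 SD, cut at about 20% in these data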;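 note: 0% = DMSO wells while the 100% control is not disclosed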
Starred values were filed as active, the others as inactive; . = no result given.

SMILES	ARFGAP1 inhibitor	DDE Tn6 FP inh	ASAP1 GAP inh	ADAM17 inh	SIAE inh	PLC-gamma1 inh	Tn7 DDE FP	PLCb3 inh	TDP2 absorb	ADAM10 inh
CCC1CCCCN1c1cc(C)nc2cc(-c3cccc(C)c3)nn12 (stereo not drawn)	-1.0	5.4	-1.1	-6.1	-2.1	-61.1	8.1	-78.3	6.8	-18.0
Cc1cn([C@H]2C[C@H](O)[C@@H](CCC(=O)NCC(c3ccccc3)c3ccccc3)O2)c(=O)[nH]c1=O	4.7	3.8	-11.3	-3.9	-5.6	-0.9	3.8	-3.0	10.5	-7.7
C[C@@H]1CN([C@@H](C)CO)C(=O)CCCn2nncc2CO[C@H]1CN(C)S(=O)(=O)c1ccc2c(c1)OCCCO2	0.4	-2.4	-16.7	2.5	-2.3	3.6	2.4	1.0	-4.7	-6.5
CCc1ccc(Nc2ncc3c(n2)CC(c2ccco2)CC3=O)cc1 (stereo not drawn)	4.1	-10.9	-1.1	-3.6	0.1	-65.3	-9.1	-91.4	-8.2	-11.8
Cc1ccc(CN2C(=O)[C@H]3Cc4c([nH]c5ccccc45)C(C)(C)N3C2=O)cc1	5.1	0.2	-2.0	11.7*	-4.2	-4.2	2.4	-6.1	-10.0	18.3
O=S(=O)(c1cccc(C(F)(F)F)c1)N1CCC(c2cc(-c3cccc4ccccc34)n[nH]2)CC1	5.2	-2.3	8.9	5.2	-6.9	2.2	-2.5	2.7	-2.2	14.2
CCOC(=O)c1ccc(NC(=O)COc2ccc(CNC3CCCCC3)cc2OC)cc1	3.3	-1.7	16.1	-1.8	0.4	-3.9	-2.2	-6.1	13.7	-4.8
CC1(c2cccc(Br)c2)NC(=O)N(CC(=O)NCC2CCCO2)C1=O (stereo not drawn)	-3.0	-4.1	9.2	-5.3	1.1	1.3	1.5	-5.0	2.4	-14.3
CCN1CCCc2cc(CN(CCN3CCOCC3)C(=S)Nc3ccc(C)cc3)ccc21	-0.5	3.1	16.9	-6.3	5.6	-10.4	-5.5	-26.0	3.1	-11.0
O=C(CNC(=O)c1cc(Cl)cc([N+](=O)[O-])c1)NC1CC1	-1.8	-9.6	-4.1	-1.2	0.8	-0.9	12.0	-3.6	3.5	-1.3

Brought forward from above: three entries; new compounds follow.
SMILES	ARFGAP1 inhibitor	DDE Tn6 FP inh	ASAP1 GAP inh	ADAM17 inh	SIAE inh	PLC-gamma1 inh	Tn7 DDE FP	PLCb3 inh	TDP2 absorb	ADAM10 inh
CC1(c2cccc(Br)c2)NC(=O)N(CC(=O)NCC2CCCO2)C1=O (stereo not drawn)	-3.0	-4.1	9.2	-5.3	1.1	1.3	1.5	-5.0	2.4	-14.3
CCN1CCCc2cc(CN(CCN3CCOCC3)C(=S)Nc3ccc(C)cc3)ccc21	-0.5	3.1	16.9	-6.3	5.6	-10.4	-5.5	-26.0	3.1	-11.0
O=C(CNC(=O)c1cc(Cl)cc([N+](=O)[O-])c1)NC1CC1	-1.8	-9.6	-4.1	-1.2	0.8	-0.9	12.0	-3.6	3.5	-1.3
O=S1(=O)N=C(N(Cc2cccs2)c2ccc(O)cc2)c2ccccc21	-1.0	2.1	-0.4	-0.7	1.0	-0.4	4.5	-1.1	-1.5	-0.4
NC(=O)c1cc([N+](=O)[O-])ccc1NCc1cnccn1	-0.6	-2.2	7.5	7.3	-7.1	7.3	-2.9	7.2	-16.5	10.0
Cn1cc(CNC(=O)COc2ccc(Cl)cc2Cl)cn1	-1.7	-1.1	-15.9	1.4	-2.5	-1.1	2.5	2.4	1.5	0.1
CCCCN1CC[C@@H]2C=CC[C@H](C(=O)OC)[C@@H]2C1=O	-0.7	6.5	-3.7	-3.0	5.7	-0.6	12.4	3.7	-10.4	-8.9
CCCCC(c1nnnn1CCOC)N1CCN(C)CC1 (stereo not drawn)	-3.1	0.4	0.8	2.9	-3.4	6.0	2.8	1.1	-8.9	6.5
CCN1CCN(Cc2ccc(NC(=O)CC3Oc4ccc(C)cc4NC3=O)cc2)CC1 (stereo not drawn)	7.4	-3.9	8.2	-3.3	-2.7	1.4	7.5	1.1	-1.9	-12.8
Cc1ccc(CN2C3=NCCN3c3ccccc32)cc1	-13.9	-4.1	-3.9	-3.7	-0.5	0.8	-4.8	-2.8	4.6	-3.2
C=CCn1c(SCC(=O)Nc2cc3oc4ccccc4c3cc2OC)nnc1-c1cnccn1	13.6	-4.2	22.2	4.7	-1.1	8.7	-7.1	2.5	-1.5	6.4
COc1ccc2nc(SCC(=O)N(C)C3CCCCC3)c(C#N)cc2c1	-5.5	0.9	11.2	-6.4	-11.4	-16.0	10.1	-21.9	9.9	-23.0
Cc1cc2ccccc2cc1C(=O)c1ccccc1	-1.8	-1.3	3.3	-2.1	0.6	1.5	5.0	0.3	-1.8	-4.1

(list continues)
SMILES	ARFGAP1 inhibitor	DDE Tn6 FP inh	ASAP1 GAP inh	ADAM17 inh	SIAE inh	PLC-gamma1 inh	Tn7 DDE FP	PLCb3 inh	TDP2 absorb	ADAM10 inh
O=C(/C=C/c1ccc(Cl)cc1Cl)Nc1cccc(S(=O)(=O)NC2=NCCCCC2)c1	10.6	0.4	7.9	-4.8	-76.1	-1.5	-0.1	-4.4	-4.0	-4.0
CCOc1ccc(C2=C(C=C(C#N)C#N)C(c3ccccc3)c3ccccc3O2)cc1 (stereo not drawn)	0.6	-6.0	0.6	-2.7	-3.7	-9.1	4.7	-10.1	0.6	-2.1
COc1ccc(-c2cn(CCO)c(-c3ccncc3)n2)cc1	-14.4	0.2	-3.1	-1.9	2.0	-4.0	0.4	-4.3	0.0	-1.0
O=C1C=C(NCCc2cc(Br)c(O)c(Br)c2)C(=O)c2ncccc21	-8.1	4.5	4.0	3.6	10.4	11.7*	1.3	5.7	47.9*	-1.8
Cc1ccc(NC(=O)CNC(=O)c2ccc(Oc3ccccc3)cc2)nc1	-3.1	3.2	12.6	-1.2	7.8	-1.7	1.4	-16.7	-6.3	0.8
COC(=O)c1ccc(N(C(=O)c2ccco2)C(C(=O)NC2CCCC2)c2ccco2)cc1 (stereo not drawn)	-5.6	7.5	-3.3	1.1	3.0	0.1	-3.6	1.2	3.6	5.7
COc1ccc(S(=O)(=O)N2CC3CCCN3c3cc(C(F)(F)F)ccc32)cc1 (stereo not drawn)	-0.2	4.7	-2.8	-5.5	-1.4	0.3	3.7	2.7	10.5	3.7
CSc1ccccc1N=CC1=C(O)CC(C)(C)CC1=O	-12.0	5.4	5.5	0.2	-5.6	-12.6	3.0	-14.2	12.3	-1.2
COc1ccc(CCCNC(=O)CC#N)cc1OC	-3.5	-12.4	-3.0	-6.1	-3.6	-5.8	-7.0	1.8	-4.9	-7.7
O=C(Nc1cccc(S(=O)(=O)Nc2ccc(Cl)cc2)c1)c1ccc2c(c1)OCCO2	-3.3	3.8	6.8	7.2	-125.6	0.0	0.1	-0.5	5.3	20.5*

Further results follow:
SMILES	ARFGAP1 inhibitor	DDE Tn6 FP inh	ASAP1 GAP inh	ADAM17 inh	SIAE inh	PLC-gamma1 inh	Tn7 DDE FP	PLCb3 inh	TDP2 absorb	ADAM10 inh
O=C(CCN1C(=O)/C(=C/c2ccccc2Cl)SC1=S)NNC(=O)c1cccnc1	-3.5	-2.1	-0.6	-2.0	-8.2	2.9	-2.2	-5.0	-1.4	-2.9
Cc1cc(=O)[nH]c(Nc2ccc(N(C)C)cc2)n1	2.0	-3.5	1.5	-5.0	9.1	-7.5	0.2	-11.7	13.9	-4.3
O=C(c1ccncc1)N1CC[C@H]2[C@H](CCCN2Cc2ccccc2)C1	.	-2.8	.	0.4	2.5	1.9	-2.0	3.3	-0.4	-0.1
Nc1nc(N2CCCCC2)c(C=O)c(N2CCCCC2)n1	0.8	-4.7	-5.3	-0.9	4.5	1.1	-3.7	5.8	18.9	1.8
CCOC(=O)C1CCCN(Cc2nc(Cc3ccccc3Cl)no2)C1 (stereo not drawn)	1.6	-5.7	-6.5	2.5	7.2	1.9	-3.5	3.8	4.9	0.5
COCCCNC(=O)C[C@H]1C[C@@]2(C(=O)OC)C(=C[C@H](COCc3ccccc3)O[C@@H]2C)N(Cc2ccco2)C1=O	.	10.6	.	-4.1	-1.0	-0.7	1.6	0.5	2.8	1.2
O=C1c2ccccc2C(O)N1Cc1cccs1 (stereo not drawn)	11.0	-1.7	-5.7	-4.2	1.1	-1.4	-0.5	0.7	1.7	5.7
Cc1cccc(OCCN2C(=O)C(=O)c3cccc(C)c32)c1	-6.7	1.4	4.5	-2.5	-6.9	-0.4	10.7	2.4	-3.5	1.7
CCOc1ccc(/C=N/NC(=O)c2cc3c(OC)cc(OC)c(OC)c3[nH]2)cc1	18.7	-18.4	5.7	-3.0	30.6*	-196.5	8.8	-266.1	-5.9	3.7
COC(=O)c1ccccc1NC(=S)NC(=O)c1ccc2ccccc2c1	5.0	-2.1	2.2	-3.1	-14.3	0.1	2.6	0.2	1.5	-1.8

Next part
SMILES	ARFGAP1 inhibitor	DDE Tn6 FP inh	ASAP1 GAP inh	ADAM17 inh	SIAE inh	PLC-gamma1 inh	Tn7 DDE FP	PLCb3 inh	TDP2 absorb	ADAM10 inh
CCOC(=O)N1CCC(NC(=O)C(NS(=O)(=O)c2ccc3c(c2)CCN3C(C)=O)C(C)C)CC1 (stereo not drawn)	0.8	4.5	-8.0	-1.5	0.0	2.8	0.1	6.0	5.5	-0.6
Cc1ccc(Cn2ccc(NC(=O)c3nc4ncccn4n3)n2)cc1	9.4	4.1	7.2	-1.9	1.3	0.8	3.0	0.7	12.1	-1.3
OCC1(Cc2ccccc2)CCCN(Cc2ccc(-c3ccco3)cc2)C1 (stereo not drawn)	13.7	-0.7	-5.0	-0.6	-7.3	-0.7	-6.2	-10.0	-5.1	-12.7
O=C(NNS(=O)(=O)c1ccc(F)cc1)c1ccc(S(=O)(=O)N2CCCCC2)cc1	-1.0	5.9	1.1	-1.3	2.5	1.3	3.2	1.6	-7.4	0.7
